MEKK2 mut-MEK5 – signal of MEK5 binding to mutant human MEKK2 PB1 domain; percent response, % at 10 µM; bead flow cytometry, Alexa488-MEK5 binding to MEKK2 mutant; 290,000 tested, 0.35% active; in the data active means percent response above about 24%, passing the limit was not always enough; further: inactives centre near 1; some results filed as inactive read as strong as hits; reference of the scale not given here
V1R ag counter – counter-screen for oxytocin receptor agonists: human V1a receptor agonists; activation, % at 3 µM; P37288; 320,000 tested, 0.25% active; CHO-V1R cells, Fluo-8 calcium fluorescence, agonist mode; 0% DMSO, 100% 3 nM vasopressin;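 active means activation above the mean activation of all tested compounds plus 3 SD, per screening run, cut at about 20% in these data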;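 further: signal is peak over basal fluorescence ratio across a 100 second FLIPR read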
OXTR ag – agonists of human oxytocin receptor | P30559 | CHO-OTR cells, Fluo-8 calcium fluorescence; normalized: DMSO 0%, oxytocin 100% | activation, % at 3 µM | 320,000 tested, 0.32% active | AID 2435;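 active means activation above the mean of all tested compounds plus 3 SD, cutoff set per screening run, cut at about 20% in these data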;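 further: peak over basal fluorescence ratio from a 100 s FLIPR kinetic read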
Target sequence (P30559 whole entry, looked up): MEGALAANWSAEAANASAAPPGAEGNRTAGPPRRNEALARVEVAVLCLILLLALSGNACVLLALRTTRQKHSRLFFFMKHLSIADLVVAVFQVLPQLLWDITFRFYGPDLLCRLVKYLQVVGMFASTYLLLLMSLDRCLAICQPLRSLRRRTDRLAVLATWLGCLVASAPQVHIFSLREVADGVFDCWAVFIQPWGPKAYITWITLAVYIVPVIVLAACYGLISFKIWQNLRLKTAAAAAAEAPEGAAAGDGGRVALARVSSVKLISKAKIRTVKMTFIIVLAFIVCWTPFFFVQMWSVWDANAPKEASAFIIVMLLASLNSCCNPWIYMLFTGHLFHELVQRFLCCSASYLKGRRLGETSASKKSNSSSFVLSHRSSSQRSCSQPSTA
MEKK2wt PB1 HTS – raises or lowers MEK5 binding to wildtype human MEKK2 PB1 domain; 290,000 tested, 1.1% active; Q9Y2U5; bead flow cytometry, Alexa488-MEK5 binding to MEKK2 WT; actives lie on both sides; binding response (% of control), % at 10 µM; in the data active means binding response below about 67% or above about 130%
PHOSPHO1 block – blocks human PHOSPHO1 phosphatase activity. Q8TCT1. 290,000 tested, 1.1% active. AID 1565. inhibition, % at 13.3 µM. recombinant PHOSPHO1, absorbance phosphatase assay; in the data active means inhibition above about 60%
GPR7 antagonist – human neuropeptides B/W receptor 1 antagonism | GPR7-expressing cells, fluorescence antagonist assay | inhibition, % at 4.4 µM | 290,000 tested, 1.1% active; in the data active means inhibition above about 16%, passing the limit was not always enough;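 further: cells stimulated with the agonist NPW; 0% = agonist with vehicle and 100% = vehicle without agonist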
Target sequence (P48145 whole entry, looked up): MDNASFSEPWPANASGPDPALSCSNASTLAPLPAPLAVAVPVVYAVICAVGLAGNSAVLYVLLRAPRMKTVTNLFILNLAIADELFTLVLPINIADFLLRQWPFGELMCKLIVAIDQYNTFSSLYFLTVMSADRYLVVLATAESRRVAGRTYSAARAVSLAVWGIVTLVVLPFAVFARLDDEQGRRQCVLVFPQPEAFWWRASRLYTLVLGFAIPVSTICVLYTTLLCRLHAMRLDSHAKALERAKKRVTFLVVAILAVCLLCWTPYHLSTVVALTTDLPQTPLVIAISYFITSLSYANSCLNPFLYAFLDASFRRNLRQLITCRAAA
GalR3 antag – antagonists of human GalR3 | O60755 | HEK293 GalR3-CNG cAMP membrane potential fluorescence; galR3 body fused to GalR1 C-terminus | inhibition, % at 3 µM | 360,000 tested, 0.44% active | AID 651719;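 active means inhibition above the screen-wide average plus 3 SD, cut at about 13% in these data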;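 further: forskolin and galanin both at EC90 stimulate the cells; cAMP rise reported by CNG channel membrane potential dye signal; 0% = forskolin plus galanin with DMSO and 100% = forskolin alone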
Target sequence (O60755 1-299 limits assumed): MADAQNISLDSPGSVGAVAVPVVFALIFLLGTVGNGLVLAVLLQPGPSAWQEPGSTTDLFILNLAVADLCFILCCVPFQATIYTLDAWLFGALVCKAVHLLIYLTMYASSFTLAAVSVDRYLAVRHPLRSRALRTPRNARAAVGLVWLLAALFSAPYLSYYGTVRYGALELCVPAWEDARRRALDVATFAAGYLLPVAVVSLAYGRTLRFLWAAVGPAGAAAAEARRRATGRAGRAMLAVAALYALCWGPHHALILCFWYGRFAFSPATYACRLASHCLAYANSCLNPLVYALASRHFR
MEKK3 PB1 HTS – MEKK3-MEK5 PB1 interaction, increase or decrease. bead-based flow cytometry, Alexa488-MEK5 binding to MEKK3; actives lie on both sides; 0 = blocked by unlabeled MEK5, 100 = vehicle. 290,000 tested, 1.4% active. Q99759. AID 1529. binding response (% of control), % at 10 µM;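 active means binding response more than 3 SD above or below the average of its plate-row segment, actives on both sides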;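 further: Alexa488 bead fluorescence after subtracting the streptavidin-only scavenger bead signal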
NALP1 inh – inhibitors of NALP1 inflammasome in yeast; S. cerevisiae NALP1/ASC/caspase-1 growth, X-gal OD620, 72 h; 280,000 tested, 0.61% active; AID 2071; inhibition, % at 10 µM; in the data active means inhibition mostly above about 24%, no sharp cut-off; inactive means mostly below about 32%; further: some compounds called inactive have numbers as strong as hits
* = called active by the depositor; . = not tested or not shown.

SMILES	MEKK2 mut-MEK5	V1R ag counter	OXTR ag	MEKK2wt PB1 HTS	PHOSPHO1 block	GPR7 antagonist	GalR3 antag	MEKK3 PB1 HTS	NALP1 inh
O=C(NCc1ccco1)C1CC(c2ccc(C(F)(F)F)cc2)=NO1 (configuration not stated)	-5	5.3	3.6	94	.	.	-1	91	.
OC(c1ccc2c(c1)OCO2)c1nccc2ccccc12 (configuration not stated)	-6	1.8	0.3	95	-2	-10	-4	96	2
CC(OC(=O)c1ccc([N+](=O)[O-])s1)C(=O)Nc1ncc(Cl)cc1Cl (configuration not stated)	-1	-0.8	-1.3	102	-3	-4	-2	99	8
COc1ccc(C(=O)N2CCC(n3nnc4cc(F)ccc43)CC2)cc1OC	-13	1.1	-0.1	86	37	8	-3	74	12
O=C1C=C(NC2=CC3OC(c4ccccc4)OCC3OC2=O)CCC1 (configuration not stated)	-2	0.6	1.4	101	14	-3	1	103	32
CCN1CCN(CC(=O)N2N=C(c3cccs3)CC2c2ccc(F)cc2)C(=O)C1=O (configuration not stated)	-1	0.4	0.6	101	26	-16	-6	102	-10
O=C(NCc1ccc(Cl)cc1)C1CCN(S(=O)(=O)c2ccc(N3CCCC3=O)cc2)CC1	2	13	8.4	98	42	12	4	97	1
Cc1cc(Cl)c2ccc3ccccc3c2n1	6	0.7	-0.2	97	-42	-4	-5	107	1
COc1ccc(OCC(=O)NC2CCCN(Cc3ccc(Cl)cc3)C2)cc1 (configuration not stated)	0	0.3	-1.5	103	33	-6	-2	98	11
COc1ccc(N(C(=O)CNC(=O)c2cccs2)C(C(=O)NC2CCCC2)c2ccncc2)cc1 (configuration not stated)	2	2.3	0.8	105	35	5	0	99	14
COc1cccc(NC(=O)CN(C)S(=O)(=O)c2ccc3c(c2)CCC(=O)N3)c1	4	0.5	-0.8	105	39	1	.	101	9
COc1ccc(C(=O)CCNc2ccc3c(c2)OCCO3)cc1	2	1.0	0.2	106	15	-10	-5	104	3
Cc1ccc(NC(=S)NCCC(c2ccccc2)c2ccccc2)c(C)c1	0	-0.3	-1.1	98	14	-7	-4	96	16
COC(=O)C1=C(C)NC(=S)NC1c1sccc1C (configuration not stated)	-1	1.1	-0.6	101	-4	5	0	104	-11
CN(CC(=O)NCc1ccccc1Cl)CC(=O)Nc1cccc(F)c1	-1	0.3	1.6	99	-1	-5	-1	94	3
Cn1c(SCC(=O)NC2CCCCC2)nnc1-c1cc2ccccc2o1	0	1.1	-2.6	100	-69	-24	2	99	-1
COc1ccc(Cc2nc3ccc(C(=O)NCCCSC)cc3o2)cc1OC	6	2.9	1.3	111	19	-10	-10	103	9
Cc1ccc(Cl)cc1N1CCN(C(=O)Cc2ccc(-n3c(=O)[nH]c4ccsc4c3=O)cc2)CC1	-2	0.8	0.5	98	-1	-6	-1	99	18
Cc1c(C)n(CC(O)CN(CCO)CCO)c2ccccc12 (configuration not stated)	11	-1.1	-0.7	118	2	-3	-7	102	0
COc1cc(NC(=S)NCCO)c(OC)cc1Cl	-6	-1.6	0.2	92	12	-7	-2	95	5
Cc1ccccc1N1CCN(CCCCN2C(=O)C3CCCN3C2=O)CC1 (configuration not stated)	0	-0.2	-1.0	99	2	-9	-2	96	15
CCCCCCCSc1nsc(N)n1	-3	0.5	0.2	96	-3	-5	-3	97	-71
CC(=O)Nc1cccc(C2=CC(c3ccco3)n3ncnc3N2)c1 (configuration not stated)	-3	3.3	3.7	98	16	-5	.	100	-1
CCOC(=O)C(NC(C)=O)C(OC(C)=O)c1cccc([N+](=O)[O-])c1 (configuration not stated)	2	-0.4	-0.8	106	9	-5	-5	101	2
COc1ccc(C2C(C(=O)NCC3CCCO3)CCC(=O)N2c2ccc3c(c2)OCO3)cc1 (configuration not stated)	4	1.0	-0.9	109	24	-1	-2	105	4
COc1cc(/C=C2\SC(=S)N(NC(=O)c3ccccc3OC)C2=O)ccc1O	-4	.	.	85	42	6	-10	103	19
O=C(Nc1nccs1)c1ccc(Br)c(S(=O)(=O)N2CCOCC2)c1	2	1.3	1.3	99	2	-5	-5	99	6
COc1ccc2sc(N3C(=O)C4CC=C(C)CC4C3=O)nc2c1 (configuration not stated)	4	0.0	-0.1	101	18	-3	-6	103	44
Cc1nn2c(-c3ccccn3)ccnc2c1Br	-6	0.1	-0.5	95	49	0	-6	101	-18
CCn1nc(C(=O)OCC(=O)N2CC(=O)Nc3ccccc32)c2ccccc2c1=O	2	0.3	-2.6	102	40	-2	-3	103	-18
Cc1cccc(NC(=O)c2oc3ccc(S(=O)(=O)N4CCOCC4)cc3c2C)c1C	-6	3.8	3.5	100	22	-3	-5	100	10
Cc1ccc(C(=O)N(CC(=O)Nc2sc(C)c(C)c2C(N)=O)C2CCCC2)cc1	-8	4.7	8.7	93	12	3	-8	96	26
Cc1cccc(C)c1NC(=S)N/N=C1\CC2CC=CC12 (configuration not stated)	-1	1.1	12	99	-70	-19	-2	104	2
CC(=O)Nc1cccc(NC(=O)CSc2nnnn2C(C)C)c1	6	0.6	0.6	103	21	-1	4	102	35
CC(=O)N1CCN(Cc2nc3cc(NC(=O)c4ccc(F)cc4)ccc3n2C)CC1	-11	-0.6	-0.1	94	59	-2	-3	98	-9
Cc1ccc(CNC(=O)C2CCN(S(=O)(=O)c3cnc[nH]3)CC2)cc1	1	-0.3	1.1	99	3	-2	-6	99	24
CCOc1cccc(Nc2ccc([N+](=O)[O-])cn2)c1	6	1.8	-1.8	105	8	17	-9	106	10
Cc1cc(=O)n2c3ccccc3n(CC(O)CN3CCN(Cc4ccccc4)CC3)c2c1C#N (configuration not stated)	5	-0.1	-1.8	102	41	-21	0	99	.
CCc1nc2ccc(C(=O)N3CCN(c4ccccc4F)CC3)cc2nc1CC	1	-1.7	-2.8	101	44	-11	-8	104	32
O=C(O)C1CCCCC1C(=O)NCCc1ccccc1 (configuration not stated)	4	0.2	-0.7	105	19	8	-5	101	-9

Sorted by length of the SMILES (ascending): some entries from above
SMILES	MEKK2 mut-MEK5	V1R ag counter	OXTR ag	MEKK2wt PB1 HTS	PHOSPHO1 block	GPR7 antagonist	GalR3 antag	MEKK3 PB1 HTS	NALP1 inh
Cc1cccc(C)c1NC(=S)N/N=C1\CC2CC=CC12 (configuration not stated)	-1	1.1	12	99	-70	-19	-2	104	2
CCOc1cccc(Nc2ccc([N+](=O)[O-])cn2)c1	6	1.8	-1.8	105	8	17	-9	106	10
CC(=O)Nc1cccc(NC(=O)CSc2nnnn2C(C)C)c1	6	0.6	0.6	103	21	-1	4	102	35

Going on with the list.
SMILES	MEKK2 mut-MEK5	V1R ag counter	OXTR ag	MEKK2wt PB1 HTS	PHOSPHO1 block	GPR7 antagonist	GalR3 antag	MEKK3 PB1 HTS	NALP1 inh
CC(=O)Nc1cccc(NC(=O)Cc2cccs2)c1	10	0.4	2.6	100	19	-15	-5	97	3
CCCCOc1ccc(C(=O)Nc2cccc(C)n2)cc1	.	1.3	0.0	.	23	-18	-6	.	8
O=c1c2cn[nH]c2[nH]c(=S)n1-c1ccccc1Cl	-8	-0.1	-0.3	97	-22	-3	-5	95	-10
CN(C)c1ccc(C(C(=O)NCC2CCCO2)N(Cc2ccccc2)C(=O)c2snc(C(N)=O)c2N)cc1 (configuration not stated)	-3	2.6	2.8	99	-143	-7	-11	100	15
Cc1ccc2cc(CN(C)S(C)(=O)=O)c(=O)[nH]c2c1	-1	0.8	-0.4	110	16	-2	3	113	-4
COc1ccc(CC(=O)N2CCCC2)c(OC)c1	-2	1.0	0.4	99	19	-7	-8	100	7
COc1cccc(-n2c(C)nc3c(cnn3-c3ccc(Cl)cc3)c2=O)c1	2	6.7	7.5	97	7	-9	-2	98	24
COc1ccc(NC(=O)CN2CCN(S(=O)(=O)c3ccc(Cl)cc3)CC2)cc1	5	1.5	1.4	94	-27	-7	-6	98	-6
O=c1c2ccccc2nc(-c2ccccc2)n1Cc1ccccc1	1	3.3	-2.3	103	-2	-3	7	112	11
Cc1cc(C)n(CCN(C)c2nc3nonc3nc2NC2CC2)n1	-5	-0.4	0.6	95	35	-3	1	98	0
Cc1cc(/C=C(/C#N)c2cccc(Cl)c2)c(C)n1C	.	-0.5	-2.7	.	34	-19	-2	.	8
CCCOc1cccc(-c2cc(C(=O)N/N=C/c3cccnc3)c3ccccc3n2)c1	-4	.	.	90	18	-17	2	101	-8
CC(=O)Nc1ccc(/C(C)=N/NS(=O)(=O)c2ccc(C)cc2)cc1	.	1.1	-0.1	.	5	1	-6	.	5
CCCCCCCn1c(=N)n(CC(O)c2ccco2)c2ccccc21 (configuration not stated)	-8	1.3	4.4	106	33	17	-5	105	4
CCOC(=O)CCCCC(=O)c1[nH]c(=O)[nH]c1CSc1nc(C)cc(C)n1	-6	0.2	0.3	95	-1	-9	5	94	7
COC(=O)c1c(NC(=O)CC2Sc3ccc(C(F)(F)F)cc3NC2=O)sc(C)c1C (configuration not stated)	-1	0.7	1.4	96	-5	-9	-2	98	25
COc1ccccc1-n1c(-c2cc(-c3ccco3)[nH]n2)n[nH]c1=S	1	1.0	-1.0	99	33	-5	8	98	.
CC1(C)C2CC=C(/C=N/NC(=O)c3ccc(O)cc3)C1C2 (configuration not stated)	14	0.0	-0.3	119	-7	5	-6	102	26
CCCc1ccc(OCC(=O)NNC(=S)NC(=O)c2ccco2)cc1	18	19	32*	107	97*	0	-1	104	17
Cc1cc(=O)oc(C)c1C(=O)NCCCN1CCN(c2ccc(F)cc2)CC1	11	-1.0	0.3	111	41	-2	-4	106	16
Cc1nn(-c2ccccc2)c2sc(C(=O)NCCN3CCOCC3)cc12	4	0.3	1.4	112	1	-10	-6	106	15
COCCn1c(=O)[nH]c2cc(C(=O)N3CCN(c4ccccc4)CC3)ccc2c1=O	0	0.6	0.3	104	31	-9	.	103	33
COc1ccccc1NC(=O)CSc1nnc(C2CCCCC2)n1C	4	0.4	-0.2	103	2	-7	-2	103	24
CCOP(=O)(c1ccccc1)c1nc(-c2ccccc2C)oc1N1CCCCC1 (configuration not stated)	6	1.3	0.9	102	-8	-17	-5	103	10
O=C(CCNc1n[nH]c(=O)[nH]c1=O)N/N=C/c1ccc(Cl)cc1	2	0.2	-0.6	99	-2	-7	-4	99	13
COc1ccccc1N(CC(=O)NC(C)(C)C)S(=O)(=O)c1cccs1	-2	-1.5	-2.8	95	-14	9	-3	98	28
CCc1nc2cc(Cl)c(Cl)cc2[nH]1	5	0.1	0.2	105	29	7	-3	106	36
Cc1nn(-c2ccccc2)c2sc(-c3nnc(SCC(=O)O)o3)cc12	3	0.1	0.2	98	52	2	-2	101	-6
Cc1ccc(N=C2NC(=O)/C(=C\c3ccco3)S2)cc1	-2	-1.1	-2.5	93	-5	2	-5	90	24
CC(C)CCN(C(=O)Nc1ccccc1)C(C)c1cccs1 (configuration not stated)	-4	1.3	-1.3	96	0	-10	-6	100	49
O=c1[nH]c2ccc(S(=O)(=O)NCc3ccccn3)cc2s1	3	0.5	0.4	112	0	-7	-6	105	23
CN(c1nc(-c2ccc(Br)cc2)cs1)C1CCS(=O)(=O)C1 (configuration not stated)	-1	4.3	3.8	92	36	-12	-2	89	3
CC1CCN(Cc2nnnn2CCCC(=O)NCCN2CCOCC2)CC1	9	1.8	0.4	111	9	-4	0	104	9

Entries listed above marked active in PHOSPHO1 block.
SMILES | MEKK2 mut-MEK5 | MEKK2wt PB1 HTS | PHOSPHO1 block | GPR7 antagonist | GalR3 antag | MEKK3 PB1 HTS | NALP1 inh
CCCc1ccc(OCC(=O)NNC(=S)NC(=O)c2ccco2)cc1 | 18 | 107 | 97* | 0 | -1 | 104 | 17

Compound activity from PubChem.
